# NS3 helicase inh – inhibitors of HCV NS3 helicase, primary screen, biochemical, Cy5 molecular beacon fluorescence; Hepatitis C virus NS3 helicase; NS3 helicase DNA unwinding; inhibition, % at 10.9 µM; 290,000 tested, 0.56% active;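 active means inhibition above the mean of all tested compounds plus 3 SD, set per campaign, cut at about 35% in these data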;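 further: 0% = DMSO wells and 100% = thioflavine S control wells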
#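 Test system: hepatitis C virus NS3 helicase domain fragment enzyme. Also added: annealed dual-labelled DNA beacon duplex, ATP-started. Timing: 60 min unwinding reaction at 25 °C after ATP addition. Technique: Cy5 fluorescence. Measure: % inhibition of unwinding.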
# OXTR agonist – human OXTR agonists, primary screen, fluorescence, CHO-OTR cells, Fluo-8 calcium. Oxytocin receptor (Homo sapiens), P30559. Fluo-8 calcium fluorescence; normalized: DMSO 0%, oxytocin 100%. activation, % at 3 µM. 320,000 tested, 0.32% active;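 active means activation above the mean of all tested compounds plus 3 SD, cutoff set per screening run, cut at about 20% in these data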;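 further: peak over basal fluorescence ratio from a 100 s FLIPR kinetic read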
# VIM-2 inh – VIM-2 metallo-beta-lactamase inhibitors, primary screen, biochemical, epi-absorbance readout, Pseudomonas aeruginosa enzyme. purified VIM-2, nitrocefin hydrolysis, epi-absorbance fluorescence. inhibition, % at 5.6 µM. 290,000 tested, 0.89% active. AID 1527, 2009;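 active means inhibition above the mean of all tested compounds plus 3 SD, cutoff set per screening run, cut at about 7.5% in these data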;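 further: red hydrolysis product quenches plate fluorescence so inhibitors raise well fluorescence; 0% = enzyme with DMSO and 100% = DMSO without enzyme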
# GPR7 antagonist – GPR7 receptor antagonists, primary screen, cell-based, fluorescence, single concentration | Neuropeptides B/W receptor type 1 (Homo sapiens), P48145 | 290,000 tested, 1.1% active | GPR7-expressing cells, fluorescence antagonist assay | inhibition, % at 4.4 µM; in the data active means inhibition above about 16%, passing the limit was not always enough;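 further: cells stimulated with the agonist NPW; 0% = agonist with vehicle and 100% = vehicle without agonist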
# Target sequence (P48145 whole entry, looked up): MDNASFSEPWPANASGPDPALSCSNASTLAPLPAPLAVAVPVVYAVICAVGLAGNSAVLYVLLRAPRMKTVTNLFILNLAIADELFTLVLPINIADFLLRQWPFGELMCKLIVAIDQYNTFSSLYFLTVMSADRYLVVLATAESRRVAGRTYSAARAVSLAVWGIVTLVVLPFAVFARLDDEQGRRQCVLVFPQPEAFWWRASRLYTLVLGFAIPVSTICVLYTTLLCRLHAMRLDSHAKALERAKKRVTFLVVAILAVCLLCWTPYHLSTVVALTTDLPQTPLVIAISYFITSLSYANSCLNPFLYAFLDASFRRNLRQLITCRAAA
# FID counter – compounds displacing fluorescent DNA intercalator, primary screen, artefact control for HCV NS3 helicase inhibitor project, biochemical, FID fluorescence; AID 1845, 2009; DNA fluorescent intercalator displacement; 290,000 tested, 0.17% active; inhibition, % at 7.9 µM; in the data active means inhibition above about 37%;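 further: 0% = vehicle and 100% = reference compound; higher means more ethidium bromide displaced from hairpin DNA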
# V1aR counter – agonists of human V1a receptor, primary screen, counter-screen for OXTR agonist project, fluorescence, CHO-V1R cells; Vasopressin V1a receptor (Homo sapiens), P37288; 320,000 tested, 0.25% active; activation, % at 3 µM; Fluo-8 calcium fluorescence, agonist mode; 0% DMSO, 100% 3 nM vasopressin;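 active means activation above the mean activation of all tested compounds plus 3 SD, per screening run, cut at about 20% in these data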;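 further: signal is peak over basal fluorescence ratio across a 100 second FLIPR read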
# Target sequence (P37288 whole entry, looked up): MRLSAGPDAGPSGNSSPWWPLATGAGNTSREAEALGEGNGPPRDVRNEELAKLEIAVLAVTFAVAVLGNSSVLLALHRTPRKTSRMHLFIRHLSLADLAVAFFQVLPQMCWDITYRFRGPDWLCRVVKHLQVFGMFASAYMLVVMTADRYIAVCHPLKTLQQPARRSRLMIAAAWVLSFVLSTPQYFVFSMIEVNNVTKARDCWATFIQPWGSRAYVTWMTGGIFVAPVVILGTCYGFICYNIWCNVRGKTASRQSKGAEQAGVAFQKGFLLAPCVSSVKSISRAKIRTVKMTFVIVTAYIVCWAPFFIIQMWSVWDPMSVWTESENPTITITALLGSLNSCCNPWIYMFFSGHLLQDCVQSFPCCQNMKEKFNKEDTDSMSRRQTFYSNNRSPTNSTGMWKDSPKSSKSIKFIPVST
# GalR3 antagonist – GalR3 antagonists in HEK293 cells, primary screen, cell-based, fluorescence readout. AID 651719, 2012. 360,000 tested, 0.44% active. inhibition, % at 3 µM. HEK293 GalR3-CNG cAMP membrane potential fluorescence; galR3 body fused to GalR1 C-terminus. Galanin receptor type 3 (Homo sapiens), O60755;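 active means inhibition above the screen-wide average plus 3 SD, cut at about 13% in these data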;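 further: forskolin and galanin both at EC90 stimulate the cells; cAMP rise reported by CNG channel membrane potential dye signal; 0% = forskolin plus galanin with DMSO and 100% = forskolin alone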
# PHOSPHO1 inh – PubChem AID 1565; 290,000 tested, 1.1% active; recombinant PHOSPHO1, absorbance phosphatase assay; inhibition, % at 13.3 µM; in the data active means inhibition above about 60%
# Target sequence (Q8TCT1 whole entry, looked up): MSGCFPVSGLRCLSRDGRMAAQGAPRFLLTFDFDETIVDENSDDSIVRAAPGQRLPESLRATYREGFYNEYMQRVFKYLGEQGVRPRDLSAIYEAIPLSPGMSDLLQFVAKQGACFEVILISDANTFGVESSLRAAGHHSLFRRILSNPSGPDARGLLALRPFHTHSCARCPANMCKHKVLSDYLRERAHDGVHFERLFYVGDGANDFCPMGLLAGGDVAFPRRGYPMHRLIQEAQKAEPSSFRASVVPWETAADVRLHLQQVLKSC
# IMP-1 inh – IMP-1 metallo-beta-lactamase inhibitors, primary screen, biochemical, epi-absorbance readout, Pseudomonas aeruginosa enzyme. purified IMP-1, nitrocefin hydrolysis, epi-absorbance fluorescence. inhibition, % at 5.6 µM. AID 1556, 2009. 290,000 tested, 0.45% active;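 active means inhibition above the mean plus 3 SD of all compounds in the same screening run, cut at about 4.5% in these data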;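 further: 0% = IMP-1 with DMSO and 100% = DMSO wells lacking enzyme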
#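 Test system: recombinant IMP-1 enzyme, purified / Medium: HEPES buffer pH 7.1 with ZnSO4 and Brij 35 / Doses: single dose, 5.6 µM / Times: 25 °C, 15 min preincubation, 25 min reaction / Detection: Epi-absorbance via hydrolysed-nitrocefin quenching of white-plate fluorescence, 480/530 nm, EDTA stop / Evaluation: percent inhibition from optical density relative to buffer-blank wells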
# Numbers without * were called inactive; . = not tested or not shown.
SMILES,NS3 helicase inh,OXTR agonist,VIM-2 inh,GPR7 antagonist,FID counter,V1aR counter,GalR3 antagonist,PHOSPHO1 inh,IMP-1 inh
Cc1ccc(Nc2cc(=O)[nH]c(=O)[nH]2)c(C)c1,1,1.0,-0.5,1,-3,5.9,-4,24,-0.9
CS(=O)(=O)c1ccc(C(=O)Nc2cccc(-c3nc4ccccc4[nH]3)c2)cc1,-1,-0.2,1.9,-15,-13,0.5,1,34,-1.8
CC1Cc2ccccc2N1CC(=O)NC(=O)NC1CCCCC1 (stereo unspecified),-21,-2.5,-4.0,0,-15,0.1,-6,12,-1.4
CCOC(=O)c1cccnc1SCC(=O)Nc1ccc(C)cc1,0,-0.8,0.9,13,-15,-0.1,-2,-22,0.5
COc1cc(/C=N/NC(=O)c2ccncc2)ccc1OCc1cnc(Cl)s1,-4,0.3,0.3,-7,-17,-0.4,-6,51,0.0
CCOc1cc(NC(=O)CC(C)C)c(OCC)cc1NC(=O)CCn1nnc2ccccc21,0,0.0,-3.6,-7,5,0.3,0,13,-3.7
O=C1CCC2c3ccc4ccccc4c3CCN12 (stereo unspecified),16,0.4,-1.1,10,-12,-0.6,0,3,-3.4
O=C(Nc1ccc(Cl)cc1)c1cc(-c2cccs2)on1,2,-1.1,-1.1,-14,-2,1.0,-1,19,15*
CN1CCOc2cc(S(=O)(=O)NCc3ccc(S(N)(=O)=O)cc3)ccc21,1,0.1,-3.6,5,-3,-0.3,-1,14,-4.9
Cc1noc(C)c1CSc1nnc(-c2ccncc2)n1-c1ccc(Cl)c(Cl)c1,0,0.1,1.4,4,-18,-0.1,0,27,-1.8
CCOC(=O)c1ccc(NC(=O)CSC2=NC(=O)C(CC)C(=O)N2)cc1 (stereo unspecified),2,1.4,1.6,7,-6,0.8,-1,-12,-6.4
CCc1ccc(NC(=O)CSc2nc3ccccc3c(=O)n2CCCC(=O)N2CCCC2)cc1,0,-0.7,-2.6,-2,-5,-0.9,-3,29,0.7
Cc1nn(C)c(N)c1[N+](=O)[O-],12,0.6,0.2,5,-5,0.6,1,3,-0.6
Cc1ccc(S(=O)(=O)CCC(=O)Nc2ccc(S(=O)(=O)N(C)C)cc2)cc1,4,-0.7,-6.4,-12,-7,-0.1,.,-26,-3.8
COc1ccc(CC(=O)NNC(=O)c2nn(Cc3ccccc3)c(=O)c3ccccc23)cc1OC,3,-1.2,-4.1,-5,-26,-0.6,4,19,-2.7
O=C(N/N=C/CCc1ccccc1)c1ccccc1,6,-0.4,-3.2,-2,-4,0.2,0,-3,-3.3
COC(=O)c1ccc(OCC(O)CNC2CCCC2)cc1 (stereo unspecified),2,-0.4,-3.0,2,1,0.0,-12,24,-3.1
Cc1cc(NC(=O)c2cc(-c3cccc(Cl)c3)on2)no1,-7,1.7,-3.0,-18,-4,0.9,-3,8,-3.5
Cc1ccc(S(=O)(=O)c2nc(NN(C)C)sc2Cl)cc1,-2,1.8,-2.8,-15,-22,2.3,-7,-2,-2.8
COc1ccc(CNC2CCCCC2C)c(OC)c1 (stereo unspecified),-1,0.8,-3.2,-1,8,-0.1,.,3,-2.4
CC1CCN(C(=O)CSc2nnc(Cn3c(=O)sc4ccccc43)n2C)CC1,7,-0.7,-2.2,-5,-9,0.7,3,0,-1.8
Cc1ccc(C)c(OCCNc2ccc([N+](=O)[O-])cn2)c1,-10,-2.2,0.8,21,2,-0.8,-9,33,-0.5
N#Cc1c(-c2cccc(F)c2)cc(-c2ccccc2)nc1Br,4,-1.9,-3.8,-4,1,0.3,-3,38,-0.4
CCC(C)(C)NC(=O)C(c1ccc(C)cc1)N(Cc1cccnc1)C(=O)c1csnn1 (stereo unspecified),-9,-0.8,-2.3,5,-28,-0.3,-2,10,-3.0
COC(=O)CCc1ccc(O)cc1,0,0.2,-1.4,-1,-1,0.9,-8,29,-1.0

# The final four records of the part above are carried over, then new ones follow:
SMILES,NS3 helicase inh,OXTR agonist,VIM-2 inh,GPR7 antagonist,FID counter,V1aR counter,GalR3 antagonist,PHOSPHO1 inh,IMP-1 inh
Cc1ccc(C)c(OCCNc2ccc([N+](=O)[O-])cn2)c1,-10,-2.2,0.8,21,2,-0.8,-9,33,-0.5
N#Cc1c(-c2cccc(F)c2)cc(-c2ccccc2)nc1Br,4,-1.9,-3.8,-4,1,0.3,-3,38,-0.4
CCC(C)(C)NC(=O)C(c1ccc(C)cc1)N(Cc1cccnc1)C(=O)c1csnn1 (stereo unspecified),-9,-0.8,-2.3,5,-28,-0.3,-2,10,-3.0
COC(=O)CCc1ccc(O)cc1,0,0.2,-1.4,-1,-1,0.9,-8,29,-1.0
COc1ccccc1N(CC(=O)NC1CCCC1)C(=O)c1csnn1,-5,-0.3,-4.8,-11,-5,0.2,-5,7,-6.1
COc1cccc(CNC(=O)CCn2ccc3cc(S(=O)(=O)N4CCCC4)ccc32)c1,-19,0.5,-1.4,1,-33,0.4,2,34,-2.1
Cc1nc2nc(C)c(CCC(=O)Nc3ccc4c(c3)OCO4)c(C)n2n1,0,0.1,-1.7,-3,-5,-0.3,-4,1,-3.2
O=c1[nH]nc(-c2ccc(F)cc2)cc1Cc1cccs1,4,-4.0,0.0,2,-15,0.3,4,8,0.2
CCc1ccc(/C=C/C(=O)c2ccc(S(=O)(=O)N(C)C)cc2)cc1,-9,1.2,2.0,-7,5,1.1,-8,-46,-0.5
O=C(CN1CCN(S(=O)(=O)c2ccc(Br)cc2)CC1)N/N=C/c1cccnc1,14,-0.8,0.5,3,-19,-0.6,-2,1,1.0
CN(C(=O)c1ccc2c(c1)OCO2)C1(C(=O)NC2CCCC2)CCCCC1,12,-1.4,-5.3,6,-12,-0.1,-4,28,-1.7
O=C(Cc1ccccc1)NNS(=O)(=O)c1ccccc1[N+](=O)[O-],6,0.1,-0.5,-13,-4,0.5,-8,35,-1.4
Cc1ccc(NS(=O)(=O)c2ccc3c(c2)C(=O)c2ccccc2C3=O)c(C)c1,-2,-1.0,-2.0,-14,6,-0.2,-4,5,-1.9
CCOc1ccc(NC(=S)NC(=O)C2CCCC2)cc1,5,-1.5,-1.8,-6,-22,0.3,-2,27,-2.6
COc1ccc(C(=O)N(C)CC2CCN(CCc3cccc(C(F)(F)F)c3)CC2)cc1C,-17,-0.3,-3.7,-21,10,0.0,-11,41,-2.6
CN(c1ccccc1)S(=O)(=O)c1ccc(-c2ccccc2)cc1,-5,2.6,-4.4,5,-14,0.7,-9,19,-2.9
Cc1sc(NC(=S)NC(=O)c2cccs2)nc1-c1ccc(CC(C)C)cc1,1,-0.2,-2.6,-11,1,-0.1,-4,16,-5.2
Cn1cc(SCC(=O)NC2CCCCC2)c2ccccc21,-3,-0.5,-2.1,2,-19,-0.3,-6,8,-1.6
COc1cccc(CNC(=O)CSCc2cnn(-c3ccccc3)c2-n2cccc2)c1,-3,-1.3,-2.8,5,-31,0.1,4,-4,-4.6
COc1cc(CN(C)CC(=O)c2[nH]c(C)c(C(C)=O)c2C)ccc1OC(F)F,-3,13,-0.2,12,-1,8.9,19*,-3,-1.3
Oc1ccc2ccccc2c1CN1CCN(C/C=C/c2ccccc2)CC1,-66,-0.5,-2.6,-7,11,0.8,-5,-97,-1.4
CC(C)N1C(=O)c2ccccc2C1C(=O)NCCc1ccccc1 (stereo unspecified),3,-1.2,-0.9,-11,-6,-0.3,-6,28,-2.6
CC(=O)Nc1ccc(S(=O)(=O)NCCOc2ccc(Cl)cc2C)cc1,-5,10,-2.3,-16,-2,8.4,-1,10,-2.2
Cc1ccc(S(=O)(=O)N(C)CC(=O)N/N=C/c2ccc(C)o2)cc1,-8,-1.8,-3.0,-9,-21,-0.1,-7,8,-2.4
Cc1nc(SCc2cccc(F)c2)c2oc3ccccc3c2n1,3,-1.1,-2.3,-12,-3,0.0,4,25,-3.6
CC(OC(=O)c1nn(C(C)C)c(=O)c2ccccc12)C(=O)Nc1ncc(Cl)cc1Cl (stereo unspecified),5,-3.0,-5.0,-8,4,-0.4,-1,17,-3.0
O=C(Cc1ccc(Cl)cc1)NNc1c(F)c(F)cc(F)c1F,3,-1.1,-0.8,7,1,0.3,-4,-1,-0.2
COc1ccc2c(c1)C1NC(=S)NC(C)(O2)C1C(=O)Nc1ccc(Cl)cc1 (stereo unspecified),-8,-1.0,-3.7,1,-7,0.2,-8,-8,-6.6
COc1ccc(N(C2=NCCCS2)S(=O)(=O)c2ccc(C(C)(C)C)cc2)cc1,-8,0.4,-0.3,-8,1,-1.2,2,-12,-0.1

# (list continues)
SMILES,NS3 helicase inh,OXTR agonist,VIM-2 inh,GPR7 antagonist,FID counter,V1aR counter,GalR3 antagonist,PHOSPHO1 inh,IMP-1 inh
CCCCCc1c(C)nc(N2CCc3ccccc32)[nH]c1=O,3,.,-1.0,-13,7,.,0,30,-1.2
COc1ccccc1NS(=O)(=O)c1cccc(N=C2N=C(N)c3ccccc32)c1,-2,0.2,-1.1,7,5,1.2,-5,11,-2.8
COc1cccc(NC(=O)c2nc(S(C)(=O)=O)ncc2Cl)c1,-7,-1.6,0.7,33*,-3,-0.7,8,27,-3.8
Cc1cc(C)n(-c2nc(-c3ccc(Cl)cc3)cs2)n1,-9,-0.9,-1.2,-7,-2,1.5,-3,10,-1.6
Cc1ccccc1Cn1nc(C)c(NC(=O)c2cc(-c3ccco3)on2)c1C,-9,0.8,-1.8,-9,-33,-0.2,-7,1,-2.1
CN(C)S(=O)(=O)N1CCc2ccc(NC(=O)C3CCCO3)cc2C1 (stereo unspecified),1,.,-2.3,-11,-5,.,0,.,-1.2
Fc1ccc(N2CCN(C(=S)NCc3ccco3)CC2)cc1,-14,0.2,-2.3,20,2,0.6,-3,18,-0.2
CCC(C)NC(=O)CSc1nnc(-c2cc(OC)c(OC)c(OC)c2)c(-c2cc(OC)c(OC)c(OC)c2)n1 (stereo unspecified),9,-0.4,-2.9,-20,-50,0.8,-5,-7,-2.1
Cc1ccc(CN(C(=O)c2cccs2)C2CCS(=O)(=O)C2)cc1 (stereo unspecified),-4,-0.4,-0.8,-19,-30,-0.5,-4,38,-2.0
c1ccc(CN2CCC(=NNc3nc4ccccc4[nH]3)CC2)cc1,-8,-1.2,-6.5,-15,1,0.7,1,-6,-6.6
CCOC(=O)c1c(C)[nH]c(C(=O)Cn2nnc(-c3ccc(Cl)cc3)n2)c1C,-3,2.1,-0.7,-2,-2,0.9,0,3,-2.7
N#C/C(=C\c1ccc(-c2cccc([N+](=O)[O-])c2)o1)C(=O)NCCN1CCOCC1,1,-0.9,2.8,8,7,0.1,-1,-12,-2.4

# Source: PubChem (several laboratories)
